High-throughput results as filed in PubChem BioAssay.
TAAR1 antag: human TAAR1 antagonists, primary screen, Fluo-8 calcium fluorescence, CHO RD-HGA16 cells; AID 624466, 2012; antagonist; actives 1.5% (n = 360,000); Trace amine-associated receptor 1 (Homo sapiens), Q96RJ0; inhibition, % at 3 µM;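 active means inhibition above a per-plate cutoff, the mean inhibition of test compounds on that plate plus 3 SD, cut at about 49% in these data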;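 further: 0% = DMSO plus EC80 beta-PEA response and 100% = DMSO alone without agonist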
Target sequence (Q96RJ0 whole entry, looked up): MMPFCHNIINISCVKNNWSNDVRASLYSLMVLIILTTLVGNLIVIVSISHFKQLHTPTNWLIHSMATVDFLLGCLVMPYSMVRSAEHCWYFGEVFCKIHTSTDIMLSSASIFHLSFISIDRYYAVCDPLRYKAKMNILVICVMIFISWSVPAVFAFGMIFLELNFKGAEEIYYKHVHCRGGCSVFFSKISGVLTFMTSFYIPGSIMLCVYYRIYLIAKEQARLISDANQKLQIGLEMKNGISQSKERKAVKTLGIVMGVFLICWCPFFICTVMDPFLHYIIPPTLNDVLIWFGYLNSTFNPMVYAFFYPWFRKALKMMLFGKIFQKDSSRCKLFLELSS
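Test system: hTAAR1-expressing CHO RD-HGA16 cells, Gα16-coupled; Probe or stimulus: EC80 β-phenethylamine stimulus; Compound dosing: single nominal final test compound concentration of 3 µM; Timing: 140 s kinetic read after compound, 140 s after agonist; Signal: Fluo-8 calcium-sensitive fluorescence; Measure: % inhibition of agonist calcium response; Controls: DMSO and EC80 PEA controls.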
CRFBP-R2 block: antagonists of CRF-BP/CRF-R2 complex, primary screen, cell-based, HEK293, calcium dye fluorescence, uHTS; actives 0.59% (n = 350,000); CRF-induced calcium fluorescence; AID 588475, 2011; inhibition, % at 11.8 µM;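 active means inhibition of the ligand-induced calcium signal above about 50% at the single tested concentration, limit read from the data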
CHO-K1 Ca PAM: nonselective calcium activators in parental CHO-K1 cells, primary screen, counter-screen for M1 PAM project, cell-based, Fluo-8 calcium fluorescence, full deck, 1536-well | ATP EC20; 0% at ATP EC20, 100% at ATP max | activation, % at 3 µM | actives 0.02% (n = 360,000) | AID 602247, 2012;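 active means activation above the run cutoff, the mean activation of all test compounds plus 3 SD, cut at about 40% in these data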;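 further: peak over basal fluorescence ratio in a 140 s read after ATP addition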
TAAR1 agonist: human TAAR1 agonists, primary screen, Fluo-8 calcium fluorescence, CHO RD-HGA16 cells | AID 624467, 2012 | actives 0.99% (n = 360,000) | vehicle wells 0%, saturating PEA agonist 100% | activation, % at 3 µM;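 active means activation above the mean activation of all test compounds in the run plus 3 SD, cut at about 38% in these data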
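Assay system: CHO-derived RD-HGA16 cells with stable Gα16 and human TAAR1; timing: 17-24 h seeding, 75 min 37 °C dye, 30 min RT; read-out: % activation from peak over basal fluorescence ratio, DMSO-to-PEA scaled; measured by: kinetic Fluo-8 calcium fluorescence; benchmarks: low control DMSO, high control PEA (EC100); doses: 3 µM single concentration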
M5 antag: human M5 muscarinic receptor antagonists, primary screen, CHO cells, Fluo-8 calcium fluorescence. CHO-hM5 cells, ACh EC80. inhibition, % at 3 µM. actives 0.59% (n = 360,000);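 active means inhibition above a per-plate cutoff, the mean of that plate's test compounds plus 3 SD, cut at about 27% in these data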;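 further: 0% = acetylcholine EC80 with DMSO and 100% = DMSO without agonist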
CRFBP-R2 agonist: agonists of CRF-BP/CRF-R2 complex, primary screen, cell-based, HEK293, calcium dye fluorescence, uHTS | calcium dye fluorescence (FLIPR); percent of saturating CRF peptide response | activation, % at 13.2 µM | actives 0.46% (n = 350,000) | AID 588473, 2011;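 active means activation of at least 50%, plus an integration ratio under a set limit after plate pattern correction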;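 further: plate controls were neutral control wells without compound for no effect and CRF at EC100 for full effect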
CHRM4 PAM: human M4 muscarinic receptor positive allosteric modulators, primary screen, CHO-K1 cells, Fluo-8 calcium fluorescence. activation, % at 3 µM. CHO-K1 hM4/Gqi5, ACh EC20; 0% = ACh EC20, 100% = maximal ACh. actives 0.4% (n = 360,000). AID 624126, 2012;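 active means activation above its plate's cutoff, the mean activation of sample wells plus 3 SD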; further: some results filed as inactive read as strong as hits
Target sequence (P08173 whole entry, looked up): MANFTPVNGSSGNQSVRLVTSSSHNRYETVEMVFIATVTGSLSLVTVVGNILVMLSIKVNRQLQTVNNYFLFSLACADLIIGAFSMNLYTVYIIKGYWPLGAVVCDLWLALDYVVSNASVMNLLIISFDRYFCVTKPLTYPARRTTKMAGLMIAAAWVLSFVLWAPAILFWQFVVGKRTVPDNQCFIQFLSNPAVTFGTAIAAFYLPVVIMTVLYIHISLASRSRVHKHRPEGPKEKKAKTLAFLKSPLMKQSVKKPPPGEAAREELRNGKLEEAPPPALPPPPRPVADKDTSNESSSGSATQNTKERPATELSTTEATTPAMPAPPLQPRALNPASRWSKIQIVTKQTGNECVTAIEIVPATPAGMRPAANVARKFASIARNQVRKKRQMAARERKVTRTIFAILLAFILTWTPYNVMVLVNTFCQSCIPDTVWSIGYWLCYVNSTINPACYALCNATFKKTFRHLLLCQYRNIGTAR
CHRM5 PAM: human M5 muscarinic receptor positive allosteric modulators, primary screen, CHO-K1 cells, Fluo-8 calcium fluorescence. CHO-K1 hM5, ACh EC20 PAM; 0% = ACh EC20, 100% = ACh EC100. activation, % at 3 µM. actives 0.3% (n = 360,000);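 active means activation above the run cutoff, the mean activation of all test compounds plus 3 SD, cut at about 18% in these data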
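Replicates: One well per compound, no replicates | System: Human M5 receptor in CHO-K1 cells | Benchmarks: Low control EC20 acetylcholine (0%), high control EC100 acetylcholine (100%) | Probe or stimulus: Acetylcholine, EC20 level | Times: Fluo-8 loading 80 min at 37 °C plus 30 min room temperature | Signal: Intracellular calcium via Fluo-8 fluorescence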
M5 ag: human M5 muscarinic receptor agonists, primary screen, CHO-K1 cells, Fluo-8 calcium fluorescence; actives 0.19% (n = 360,000); Muscarinic acetylcholine receptor M5 (Homo sapiens), P08912; CHO-K1 hM5 cells; 0% DMSO wells, 100% maximal acetylcholine response; AID 624037, 2012; activation, % at 3 µM;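 active means activation above the run's mean over test compounds plus 3 SD, cut at about 23% in these data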;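 further: signal is peak over basal fluorescence ratio across the kinetic read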
Starred values were filed as active, the others as inactive.

SMILES | TAAR1 antag | CRFBP-R2 block | CHO-K1 Ca PAM | TAAR1 agonist | M5 antag | CRFBP-R2 agonist | CHRM4 PAM | CHRM5 PAM | M5 ag
COc1ccc([C@H]2CC(=O)C=C(c3ccc4c(c3)OCCO4)C2)cc1 | 17 | 19 | 24 | 7 | -2 | -4.3 | -2 | 6 | -5
CC1CCCN(S(=O)(=O)c2ccc(C(=O)Nc3nnc(C4CC4)o3)cc2)C1 (centres undefined) | 0 | 4 | -12 | -1 | 2 | 1.3 | 6 | 6 | -6
COCC(=O)N(Cc1cc2ccc(C)cc2[nH]c1=O)c1cccc(C)c1 | -3 | 5 | 6 | 0 | -8 | 6.3 | -5 | 1 | 1
Cc1nc2c(-c3ccc(F)cc3)c(C)nn2c(C)c1CCC(=O)NC(C)CCc1ccco1 (centres undefined) | -17 | 31 | 17 | -3 | 0 | -1.3 | 6 | -3 | -1
CCOC(=O)N1CCC(NS(=O)(=O)c2ccccc2)CC1 | -37 | 11 | -7 | 0 | 4 | -0.9 | -9 | -1 | 2
O=C(C1CCC(Cn2c(=S)[nH]c3ccccc3c2=O)CC1)N1CCN(c2ccccn2)CC1 (centres undefined) | -3 | -9 | -2 | 0 | -2 | -2.4 | -1 | 1 | 6
COc1ccc(-c2noc(CCCC(=O)NC3CCCC3)n2)cc1OC | -8 | 6 | 14 | 0 | 4 | -2.1 | -3 | 0 | 0
COc1ccc(CN2CCCCC2C(=O)Nc2ccc(OC)c(OC)c2)cc1OC (centres undefined) | -6 | -4 | 9 | 9 | 2 | -2.8 | 1 | -5 | 2
CCOC(=O)C(=N/O)/C(C)=N/NC(C)=O | -7 | 15 | 1 | 0 | -2 | -2.7 | 2 | -6 | -8
Cc1noc(C)c1COc1cccc(C(=O)Nc2ccc(Br)cc2F)c1 | 21 | 20 | -2 | 12 | -2 | 2.7 | -1 | -3 | -7
NS(=O)(=O)c1ccc(CCNC(=O)c2cc3ccccc3s2)cc1 | 13 | 13 | -2 | 1 | 1 | -2.8 | -2 | -4 | -2
COc1ccc(CN2C(=O)CCC2(C)C(=O)NC2CCCCCC2)cc1 (centres undefined) | 5 | 9 | 25 | -2 | 1 | -1.1 | 6 | 3 | -2
CN(C)c1ccc(/C=C2/NC(=O)NC2=O)cc1 | -9 | -1 | 24 | 4 | 19 | 2.5 | -7 | -11 | -1
CC(=O)N1c2ccc(S(=O)(=O)N3CCC(C(=O)N4CCC(C)CC4)CC3)cc2CC1C (centres undefined) | -36 | 2 | 8 | 8 | 3 | 1.4 | 0 | 0 | -2
COc1cc(OC)c(N(C)C(=O)c2cn(C)c(=O)c3cc(OC)c(OC)cc23)cc1Cl | -21 | 25 | 16 | 0 | -9 | -2.1 | 5 | 8 | -3
COc1cc(-c2c(-c3ccsc3)sc3ccccc23)cc(OC)c1OC | -13 | -4 | -4 | 0 | 1 | 0.8 | -9 | 9 | 4
O=C(NCc1ccccc1)C1=C[C@@H](C2CC2)C[C@@H](OCc2ccc(CO)cc2)O1 | -8 | 1 | 6 | 7 | 14 | -3.1 | 4 | -8 | -2
COc1cc(OC)c2cc(C(=O)N/N=C/c3ccccc3O)[nH]c2c1 | -4 | 8 | 6 | 8 | 2 | -1.4 | 1 | -1 | 1
COc1ccc(C(=O)OCC(=O)Nc2nc3c(F)c(F)c(F)cc3s2)cc1OC | 3 | -23 | 13 | 0 | 0 | 2.1 | 4 | 5 | 3
CCn1c(=O)cc(OCC(=O)Nc2ccccc2C#N)c2ccccc21 | 30 | 4 | -10 | 9 | 11 | 0.1 | -7 | -13 | 3
COc1ccc(OC)c(/C=N/n2c(-c3n[nH]c4c3CCC4)n[nH]c2=S)c1 | -22 | 6 | 5 | 1 | 12 | -0.9 | -9 | -20 | -2
C=CCNC(=O)/C(=C\C=C\c1ccccc1)NC(=O)c1ccccc1Cl | 62* | 13 | 3 | 13 | 2 | -1.6 | -1 | -6 | 3
CC(C)(C)[C@H]1C=C(C(=O)NCc2nc3ccccc3[nH]2)O[C@@H](OCc2ccc(CO)cc2)C1 | 36 | 5 | 1 | 8 | 12 | -1.9 | -3 | -7 | -1
COc1ccc(OC)c(CCNC(=O)c2ccc(NC3=NC4CS(=O)(=O)CC4S3)cc2)c1 (centres undefined) | -9 | 18 | -4 | 0 | -5 | 0.8 | -3 | 1 | 1
Cc1c(NC(=O)c2cc3ccccc3oc2=O)c(=O)n(-c2ccccc2)n1C | -17 | 17 | 3 | 2 | 8 | 0.0 | 5 | -3 | 1
CCCCC(=O)Nc1ccc(NC(=S)NC(=O)CCCCl)cc1OC | -16 | -11 | 1 | -2 | 6 | -1.0 | -2 | -6 | -1
CCOC(=O)c1c(NC(=O)COC(=O)CNC(=O)c2ccc(Cl)cc2Cl)sc(C(=O)N(C)C)c1C | -32 | 4 | -8 | 1 | 0 | -2.1 | 9 | 5 | -2
CCn1nc(C)cc1C(=O)N1CCCC(N2CCN(c3ccccc3OC)CC2)C1 (centres undefined) | -23 | 10 | 4 | 2 | 0 | 0.4 | -3 | 2 | -1
COc1ccc(NC(=O)/C(C#N)=C\c2cc(C)n(-c3ccc4c(c3)OCO4)c2C)cc1 | 25 | 5 | 21 | 0 | 0 | -0.8 | 2 | -6 | -2
CC(=O)N1CC(C)Oc2ccc(S(=O)(=O)NC(CC(=O)O)c3ccccc3)cc21 (centres undefined) | -3 | -6 | 3 | 1 | 1 | 0.5 | -2 | -3 | -4
Cc1ccc(C(=O)COC(=O)CCN2C(=O)C3C4CCC(C4)C3C2=O)cc1[N+](=O)[O-] (centres undefined) | -3 | 11 | -1 | 4 | 16 | -1.2 | -6 | -3 | 2
COc1ccc(S(=O)(=O)N(CC(=O)NCC2CCCO2)c2ccc(F)cc2)cc1OC (centres undefined) | 8 | 6 | -6 | 8 | 6 | -1.0 | -6 | -5 | 1
CN(C(=O)CN1C(=O)S/C(=C\c2ccc(Cl)cc2)C1=O)C1CCS(=O)(=O)C1 (centres undefined) | -19 | -7 | 3 | 1 | -8 | -1.4 | 17* | 1 | -3
CN(C(=O)c1cccc(NC(=O)Cc2ccc(NC(=O)C3CCCN(C(=O)C4CC4)C3)cc2)c1)C1CCCCC1 (centres undefined) | -14 | 40 | 6 | 0 | 10 | -1.6 | -1 | -3 | 1
O=C(NC1CCCC1)c1cccc(NC(=O)c2ccco2)c1 | 3 | -5 | 7 | 10 | -6 | 4.8 | 23 | 2 | -1
Cn1cc(Br)c(C(=O)NC(=S)N2CCN(c3ccccn3)CC2)n1 | -19 | 0 | 2 | 1 | 1 | -0.7 | -3 | -7 | 0
O=C(c1ccccc1Cl)N1CCSCC1 | -46 | 24 | -5 | 4 | -2 | 1.3 | -1 | 3 | 1
CCCCN(CCCC)S(=O)(=O)c1ccc(NC(=O)Cc2cccs2)cc1 | 46 | -6 | 8 | 11 | 7 | 1.2 | -13 | -16 | -2
Cc1nc2ccccc2n1CC(=O)NC1CCCCCC1 | -16 | 20 | -8 | 4 | -6 | -1.0 | 9 | 5 | 1
CCCOC1CCCN(C(=O)c2cc(COc3c(F)cccc3F)on2)C1 (centres undefined) | -23 | -2 | -17 | -2 | 2 | -2.2 | 6 | 0 | -3
CCNC(=S)Nc1ccc(OCC)cc1 | 0 | 3 | 23 | 1 | -2 | -1.7 | 6 | -1 | -3
COc1cccc(NC(=O)Nc2cc(C)ccc2OC)c1 | -18 | -7 | 14 | 0 | 1 | -3.7 | 0 | -1 | -4
O=C(O)CCCCCCCCCCP(=O)(c1ccccc1)c1ccccc1 | 3 | -15 | 1 | -3 | 3 | -0.2 | 0 | 1 | -2
O=C(CCC(=O)c1ccc(Cl)cc1)OCC(=O)c1ccccc1 | -4 | 19 | 6 | 7 | -5 | 9.8 | -3 | 2 | -7
OCc1cn(-c2ccccc2)nc1-c1cccnc1 | 17 | 0 | 10 | 4 | 0 | -0.7 | 8 | -2 | 5
COc1cc(C)ccc1OC(C)C(=O)Nc1ccc(N2CCCCC2)cc1 (centres undefined) | -20 | 8 | -7 | 1 | 0 | -0.7 | 1 | 2 | -1

Grouped by structure: the entries above containing four or more nitrogen atoms (7)
SMILES | TAAR1 antag | CRFBP-R2 block | CHO-K1 Ca PAM | TAAR1 agonist | M5 antag | CRFBP-R2 agonist | CHRM4 PAM | CHRM5 PAM | M5 ag
CC1CCCN(S(=O)(=O)c2ccc(C(=O)Nc3nnc(C4CC4)o3)cc2)C1 (centres undefined) | 0 | 4 | -12 | -1 | 2 | 1.3 | 6 | 6 | -6
Cc1nc2c(-c3ccc(F)cc3)c(C)nn2c(C)c1CCC(=O)NC(C)CCc1ccco1 (centres undefined) | -17 | 31 | 17 | -3 | 0 | -1.3 | 6 | -3 | -1
O=C(C1CCC(Cn2c(=S)[nH]c3ccccc3c2=O)CC1)N1CCN(c2ccccn2)CC1 (centres undefined) | -3 | -9 | -2 | 0 | -2 | -2.4 | -1 | 1 | 6
COc1ccc(OC)c(/C=N/n2c(-c3n[nH]c4c3CCC4)n[nH]c2=S)c1 | -22 | 6 | 5 | 1 | 12 | -0.9 | -9 | -20 | -2
CCn1nc(C)cc1C(=O)N1CCCC(N2CCN(c3ccccc3OC)CC2)C1 (centres undefined) | -23 | 10 | 4 | 2 | 0 | 0.4 | -3 | 2 | -1
CN(C(=O)c1cccc(NC(=O)Cc2ccc(NC(=O)C3CCCN(C(=O)C4CC4)C3)cc2)c1)C1CCCCC1 (centres undefined) | -14 | 40 | 6 | 0 | 10 | -1.6 | -1 | -3 | 1
Cn1cc(Br)c(C(=O)NC(=S)N2CCN(c3ccccn3)CC2)n1 | -19 | 0 | 2 | 1 | 1 | -0.7 | -3 | -7 | 0
